Bioassay records from PubChem BioAssay.
MT1-MMP act inh – blocks activation of human MT1-MMP; P50281; GFP/RFP ratio change, % at 20 µM; 0.061% of 360,000 active; HT1080 RFP-PRO-GFP cells, GFP/RFP ratio fluorescence, overnight; percent of plate control window, DMSO zero;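 active means GFP/RFP ratio change of at least 30% with cell ATP level not reduced by more than half and red fluorescence within 50% of control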; further: strong numbers were not always called active
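Material – HT1080 RFP-PRO-GFP cells · Control set – DMSO wells and RFP-L50D-GFP cells · Incubation – overnight cell settling, then overnight compound exposure, 37 °C, 5% CO2 · Compound dosing – single-point 20 µM compound, 1% DMSO · Read-out – GFP/RFP fluorescence ratio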
CendR NRP1 mod – alters CendR peptide binding to human NRP-1; O14786; FAM-RPARPAR peptide binding to NRP-1, fluorescence polarization; inhibition, % at 25 µM; 0.85% of 360,000 active; AID 602438;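 active means inhibition or corrected inhibition above about 18%, plus a signal ratio from 0.5 to 1.5, limit read from the data, passing the limit was not always enough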; further: strong numbers were not always called active
MsrA inhibitor – bovine MsrA inhibition | purified bovine MsrA, absorbance read-out | inhibition, % at 15.5 µM | 0.75% of 360,000 active; in the data active means inhibition above about 4.5%;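 further: 0% = vehicle wells with enzyme and 100% = reference inhibitor wells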
E coli Lon inh – inhibits E. coli Lon protease; purified E. coli Lon protease, fluorescence polarization; inhibition, % at 7.94 µM; 0.42% of 360,000 active; P0A9M0; in the data active means inhibition above about 13%, passing the limit was not always enough;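 further: 0% = enzyme with probe and DMSO and 100% = no enzyme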
FAS TE block – inhibitors of human fatty acid synthase thioesterase domain; P49327; recombinant FAS-TE, OMFH fluorogenic substrate, fluorescence endpoint; inhibition, % at 15 µM; 0.67% of 360,000 active;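 active means compounds whose normalised, plate-corrected inhibition of enzyme fluorescence in the single-dose primary screen is 50% or more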;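 further: 0% = DMSO with enzyme and 100% = substrate without enzyme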
TbMetRS inhib – Trypanosoma brucei MetRS inhibition; AID 624268; purified T. brucei MetRS, ATP depletion, Kinase-Glo luminescence; 0.4% of 360,000 active; inhibition, % at 11.9 µM;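 active means inhibition above a per-plate cutoff of the control wells' mean inhibition plus 3 SD, cut at about 5.5% in these data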;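 further: 0% = DMSO wells median and 100% = median of wells with control inhibitor compound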
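Assay system: T. brucei methionyl-tRNA synthetase, purified | Medium: HEPES buffer with MgCl2, KCl, DTT, spermine, BSA, pyrophosphatase | Compound: 11.9 µM single point | Incubation: 15 min enzyme-compound preincubation, 2 h reaction, 10 min detection, 25 °C | Measured by: Kinase-Glo luciferase luminescence reporting remaining unconsumed ATP | Measure: % inhibition normalized to control-well medians | Replication: Singlicate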
PABP1 MLLE inh – blocks PAM2 peptide binding to the PABP1 MLLE domain; 0.36% of 360,000 active; inhibition, % at 20 µM; GST-MLLE / FITC-PAM2 fluorescence polarization; P11940; AID 588489; in the data active means inhibition above about 35%, passing the limit was not always enough;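 further: plate controls were DMSO wells with GST-MLLE for no effect and wells lacking GST-MLLE protein for full effect; some results filed as inactive read as strong as hits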
Target sequence (P11940 whole entry, looked up, the tested form may be a part): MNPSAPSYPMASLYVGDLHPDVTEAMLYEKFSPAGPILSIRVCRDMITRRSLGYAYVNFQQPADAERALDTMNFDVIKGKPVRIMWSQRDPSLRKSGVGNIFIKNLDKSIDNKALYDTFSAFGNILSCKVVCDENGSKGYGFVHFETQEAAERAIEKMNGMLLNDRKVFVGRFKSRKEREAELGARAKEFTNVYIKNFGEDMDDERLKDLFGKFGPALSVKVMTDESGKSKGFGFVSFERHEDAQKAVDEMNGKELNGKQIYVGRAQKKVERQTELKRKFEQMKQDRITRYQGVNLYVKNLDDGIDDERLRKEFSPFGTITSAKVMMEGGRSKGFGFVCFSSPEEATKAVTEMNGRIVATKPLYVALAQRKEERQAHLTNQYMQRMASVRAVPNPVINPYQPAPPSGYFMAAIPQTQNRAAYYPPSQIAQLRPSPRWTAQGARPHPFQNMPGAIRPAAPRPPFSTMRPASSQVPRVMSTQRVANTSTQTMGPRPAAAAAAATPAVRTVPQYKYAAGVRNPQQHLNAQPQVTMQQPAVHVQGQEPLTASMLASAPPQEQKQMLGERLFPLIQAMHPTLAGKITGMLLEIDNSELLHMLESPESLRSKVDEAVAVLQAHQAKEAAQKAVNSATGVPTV
MsrA act – activators of bovine methionine sulfoxide reductase A; 0.3% of 360,000 active; purified bovine MsrA, absorbance read-out; activation, % at 10.6 µM; in the data active means activation above about 7.5%;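 further: 0% = vehicle and 100% = reference activator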
SKN-1 block – C. elegans SKN-1 inhibition; C. elegans VP596 Pgst-4::GFP/RFP ratio, acrylamide-induced, 24 h; 0.49% of 360,000 active; inhibition, % at 21.8 µM;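 active means interference check ratio from 0.5 to 1.5 plus GFP to RFP signal ratio inhibition reaching or exceeding a fixed threshold, cut at about 30% in these data, passing the limit was not always enough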; further: some compounds called inactive have numbers as strong as hits
Starred values were filed as active, the others as inactive; nt = not tested or not shown. Hits appear at their usual frequency. About 4% of those tested had a hit in this group.

Each structure is followed by: MT1-MMP act inh	CendR NRP1 mod	MsrA inhibitor	E coli Lon inh	FAS TE block	TbMetRS inhib	PABP1 MLLE inh	MsrA act	SKN-1 block
O=C(O)c1ccccc1SCC(=O)N1c2ccccc2Sc2ccccc21
 : -2	-4	0.3	2	-10	0.6	15	-2	15
Cc1c(O)ccc2c(=O)c(-c3nncn3-c3ccccc3)coc12
 : 2	-2	0.9	-1	-10	-1.2	19	-11	-6
CC1(C)CC(=O)C=C(N2CCCC2)C1
 : 4	2	3.0	-6	-5	-0.2	-18	-1	10
Cc1cccc(C(=O)O)c1NC(=O)c1ccc(F)cc1
 : -2	8	0.3	-1	-6	0.0	6	-2	13
COc1ccc(CNC(=O)CCS(=O)(=O)c2ccc3c(c2)NC(=O)CS3)cc1
 : -6	2	0.6	-7	-3	0.4	14	0	16
Cc1cc(C)cc(N(CC(=O)NCCSc2ccccn2)S(=O)(=O)c2ccccc2)c1
 : 0	4	-0.7	0	4	0.9	18	0	-19
Cc1nc2cc(CO)ccc2s1
 : 6	18	1.7	-2	-6	0.4	20	6	-11
Cc1cc(C)n2nc(C(=O)Nc3cccc(S(=O)(=O)N4CCOCC4)c3)nc2n1
 : 0	-4	0.3	-1	-4	-0.1	-11	-2	-2
C[C@H](CO)N1C[C@H](C)[C@H](CN(C)Cc2cccc(O)c2)OCc2ccccc2-c2c(n(C)c3ccccc23)C1=O
 : -7	-6	-1.0	5	17	-0.1	-2	0	5
CC(=O)N(CN1C(=O)CCC1=O)c1ccc(Cl)c(Cl)c1
 : 1	12	1.4	1	-8	-0.4	5	-8	101
CCOc1cc(C(=O)OCC(=O)Nc2ncc(Cl)c(C)c2Cl)ccc1OCC(=O)N1CCOCC1
 : -13	-5	-1.6	-2	-1	0.3	10	-2	6
CCN(C1CCCCC1)S(=O)(=O)c1ccc(C(=O)O)cc1
 : -2	-2	-0.5	5	-4	0.5	1	-2	7
Cc1ccc(NC(=O)COC(=O)c2ccc(NC(=O)CC#N)cc2)cc1S(=O)(=O)N1CCOCC1
 : -2	-3	0.9	-6	1	-0.2	-3	-5	7
O=C(CSc1cccc[n+]1[O-])c1ccccc1Br
 : -2	-1	-0.6	2	0	-1.2	19	-6	-1
O=C(Nc1ccc(S(=O)(=O)N2CCOCC2)cc1)c1ccc(Cl)c([N+](=O)[O-])c1
 : -2	1	0.6	-1	44	-0.2	-12	-1	1
C[C@@H]1CN([C@@H](C)CO)C(=O)CCCn2nncc2CO[C@@H]1CN(C)C(=O)Nc1ccc(N2CCCCC2)cc1
 : 0	-1	0.0	-9	-6	0.6	-8	-4	4
COc1ccc(C(=O)Nc2ccc(N3CCN(C)CC3)cc2)cc1OC
 : 1	2	1.9	-4	-4	-0.1	-6	-7	-14
O=C(NCC1CCCO1)c1cc(-c2ccccc2)nc2ccc(Br)cc12 (stereo not drawn)
 : 6	13	2.5	-10	19	-0.5	3	-4	1
C/C(Nc1ccc(C)cc1)=C(/C#N)C(N)=O
 : -6	-2	0.5	-2	-9	-0.2	-5	-4	1
CCOc1ccc(CCNC(=O)c2cccc(-n3cnnn3)c2)cc1OCC
 : 9	-3	-0.2	6	-3	-0.3	-7	1	11

Arranged by length of the SMILES (highest first): some entries from above.
Each structure is followed by: MT1-MMP act inh	CendR NRP1 mod	MsrA inhibitor	E coli Lon inh	FAS TE block	TbMetRS inhib	PABP1 MLLE inh	MsrA act	SKN-1 block
C[C@@H]1CN([C@@H](C)CO)C(=O)CCCn2nncc2CO[C@@H]1CN(C)C(=O)Nc1ccc(N2CCCCC2)cc1
 : 0	-1	0.0	-9	-6	0.6	-8	-4	4
Cc1ccc(NC(=O)COC(=O)c2ccc(NC(=O)CC#N)cc2)cc1S(=O)(=O)N1CCOCC1
 : -2	-3	0.9	-6	1	-0.2	-3	-5	7
Cc1cc(C)cc(N(CC(=O)NCCSc2ccccn2)S(=O)(=O)c2ccccc2)c1
 : 0	4	-0.7	0	4	0.9	18	0	-19
CCOc1ccc(CCNC(=O)c2cccc(-n3cnnn3)c2)cc1OCC
 : 9	-3	-0.2	6	-3	-0.3	-7	1	11
COc1ccc(C(=O)Nc2ccc(N3CCN(C)CC3)cc2)cc1OC
 : 1	2	1.9	-4	-4	-0.1	-6	-7	-14
CCN(C1CCCCC1)S(=O)(=O)c1ccc(C(=O)O)cc1
 : -2	-2	-0.5	5	-4	0.5	1	-2	7
C/C(Nc1ccc(C)cc1)=C(/C#N)C(N)=O
 : -6	-2	0.5	-2	-9	-0.2	-5	-4	1
Cc1nc2cc(CO)ccc2s1
 : 6	18	1.7	-2	-6	0.4	20	6	-11

Further structures follow:
Each structure is followed by: MT1-MMP act inh	CendR NRP1 mod	MsrA inhibitor	E coli Lon inh	FAS TE block	TbMetRS inhib	PABP1 MLLE inh	MsrA act	SKN-1 block
COC(=O)C(C)Oc1ccc(-c2nccc(-c3ccc(F)cc3)n2)cc1 (stereo not drawn)
 : 2	-10	-1.0	4	29	-0.7	0	-3	7
CC(C)N1CC(C(=O)Nc2ccc(F)c(Cl)c2)CC1=O (stereo not drawn)
 : -1	1	1.5	-9	-3	-0.2	-1	-2	-3
CCOC(=O)c1c2n(c3ccc(OC(C)=O)cc13)CCC2
 : 1	0	-1.1	1	-2	-0.1	2	-4	-8
COCCN(Cc1cc2ccc(C)c(C)c2nc1Cl)C(=O)N1CCOCC1
 : 0	-8	-0.1	1	22	-0.8	-1	-1	-4
O=C(Nc1cccc(S(=O)(=O)N2CCCC2)c1)c1cc(-c2ccccn2)nc2ccccc12
 : 3	-13	-0.3	-1	15	-0.4	3	-3	0
Cc1cc(C)n(C(=O)CNc2ccccc2Cl)n1
 : 1	10	0.5	-4	6	1.5	5	5	17
Cc1nc(NC(=O)c2ccc(Br)o2)ccc1Br
 : 0	8	-1.2	-11	11	-0.7	-9	-7	11
CC(C)CN(CC(C)C)C(=O)Nc1ccccc1F
 : 1	5	-1.7	-3	3	0.2	1	-3	-6
CCc1ccc(N2CC(C(=O)OCC(=O)c3c(N)n(CC(C)C)c(=O)n(C)c3=O)CC2=O)cc1 (stereo not drawn)
 : 2	4	0.6	3	-8	0.0	-6	-1	0
COc1ccccc1N1CCN(C(=O)CSc2nc3ccccc3[nH]2)CC1
 : 5	14	0.4	-1	-9	-0.5	-77	-3	-2
COc1cccc(NC(=O)CSc2ccccn2)c1
 : 2	6	0.1	-4	-5	-0.6	2	-2	-8
O=C(COC(=O)c1cc(-c2cccc3ccccc23)nc2ccccc12)NC1CCS(=O)(=O)C1 (stereo not drawn)
 : -13	-18	0.8	178*	-2	-0.5	42	-1	44
CN1CCC(=NNC(=O)CN(c2ccc(Oc3ccccc3)cc2)S(C)(=O)=O)CC1
 : 0	3	1.1	0	-12	-0.1	7	-5	0
COc1ccc(N2CCN(C(=O)CSc3ncnc4scc(-c5ccc(C)cc5)c34)CC2)cc1
 : 63	-19	0.6	-2	14	-0.2	0	-6	13
COc1ccc(N=c2oc3ccc(OC)cc3cc2-c2nc3ccccc3[nH]2)cc1
 : 1	-13	1.1	7	3	-0.6	2	-2	34
CCOC(=O)CCC(=O)N1CCOCCOCCN(C(=O)CCC(=O)OCC)CCOCCOCC1
 : 0	9	0.9	5	-5	-0.7	12	0	9
Cn1c(=N)n(CC(=O)c2ccccc2)c2ccccc21
 : -1	-7	-1.5	1	-5	-0.5	-14	-5	-8
CC(C)Cn1c(N)c(C(=O)NCc2cccs2)c2nc3ccccc3nc21
 : -17	-5	2.4	-3	33	0.4	2	2	8
CCCC(=O)Nc1nc(C(=O)OCC)cs1
 : 1	-2	-0.4	-4	-10	-1.2	-11	-7	0
c1ccc2c(c1)nnn2CNc1nccs1
 : 2	-2	-0.1	-19	-12	0.6	23	-3	-2

Profiles, quoted from the list:
`CC1(C)CC(=O)C=C(N2CCCC2)C1` is listed as MT1-MMP act inh = 4; CendR NRP1 mod = 2; MsrA inhibitor = 3.0; E coli Lon inh = -6; FAS TE block = -5; TbMetRS inhib = -0.2; PABP1 MLLE inh = -18; MsrA act = -1; SKN-1 block = 10
`COc1ccc(C(=O)Nc2ccc(N3CCN(C)CC3)cc2)cc1OC` is listed as MT1-MMP act inh = 1; CendR NRP1 mod = 2; MsrA inhibitor = 1.9; E coli Lon inh = -4; FAS TE block = -4; TbMetRS inhib = -0.1; PABP1 MLLE inh = -6; MsrA act = -7; SKN-1 block = -14

Remaining list, next part:
Each structure is followed by: MT1-MMP act inh	CendR NRP1 mod	MsrA inhibitor	E coli Lon inh	FAS TE block	TbMetRS inhib	PABP1 MLLE inh	MsrA act	SKN-1 block
[N-]=[N+]=CC(=O)C(Cc1ccccc1)N1C(=O)c2ccccc2C1=O (stereo not drawn)
 : -8	-8	0.7	1	5	-0.3	4	-7	1
O=C1c2ccccc2C(=O)N1CC1=CCS(=O)(=O)C1
 : -8	-2	-1.2	-4	-6	-0.4	39*	5	-15
NC(=O)C1CCN(C(=O)C2CCN(C(=O)Nc3ccccc3)CC2)CC1
 : -3	4	2.6	-8	-10	-0.2	6	-3	11
CCN(c1ccccc1)S(=O)(=O)c1cc(NC(=O)COC(=O)C2CC2)ccc1Cl
 : 2	4	-0.1	1	8	-0.2	-40	-4	4
Cc1ccc(NC(=O)c2sc(N)nc2-c2ccc([N+](=O)[O-])cc2)c(C)c1
 : 2	1	2.8	7	11	0.1	-3	-5	2
COc1ccc(/C=C2\SC(=S)N(NS(=O)(=O)c3ccccc3)C2=O)c(OC)c1
 : 4	-28	2.9	-6	-3	-0.2	-14	-5	17
O=C(Nc1cccc(S(=O)(=O)N2CCOCC2)c1)c1cc(=O)[nH]c2ccccc12
 : 4	4	0.0	-9	-3	-0.2	-9	-5	7
O=C(COc1cccnc1[N+](=O)[O-])Nc1cccc2ccccc12
 : -5	-5	nt	-11	5	-0.4	-2	-1	-4
Cc1ccc(S(=O)(=O)NCc2ccccc2)cc1C(=O)N1CCN(c2ccccc2)CC1
 : -2	3	-0.5	-14	8	-0.1	18	-2	1
COc1ccc(N2CCN(CCCNC(=O)C3CCCN(S(=O)(=O)c4cnc[nH]4)C3)CC2)cc1 (stereo not drawn)
 : -1	10	1.0	1	-5	-0.1	-1	-3	10
O=C(CN1CCN(c2nc(-c3ccc(F)cc3)cs2)CC1)NCc1ccc2c(c1)OCO2
 : -3	-26	0.0	-1	26	0.8	-15	-1	10
Cc1cc(C)cc(N(CC(=O)NC2CCCCC2)C(=O)CNC(=O)c2ccco2)c1
 : 1	3	3.4	4	-1	-0.1	-8	-2	2
